Screening results deposited in PubChem BioAssay by several laboratories.
CaV13 FRET inh: Primary screen for inhibitors of IQ motif and Ca2+-dependent inactivation inhibitor domain binding in CACNA1D, Förster resonance energy transfer in living cells, …. HEK cells, CFP/YFP FRET ICDI-IQ, plate reader, 10 min; percent FRET-ratio fall versus neutral wells. inhibition, % at 12.3 µM. hit rate 0.098% among 340,000;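 active = mean replicate inhibition of at least 30% and at least 1% of replicates passing that level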;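 note: 0% = median of the neutral control wells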
MC4R ag barr: human MC4R agonism via beta-arrestin; U2OS MC4R beta-arrestin complementation, luminescence; percent of melanotan II response, DMSO zero; hit rate 0.98% among 360,000; activation, % at 8.9 µM;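 active = activation above a per-plate cutoff, the mean activation of sample wells on that plate plus 3 SD, cut at about 8% in these data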
MC4R antag cAMP: antagonists of human melanocortin 4 receptor (MC4R) | P32245 | MC4R-expressing cells, MTII-stimulated cAMP, LANCE TR-FRET | inhibition, % at 6.5 µM | hit rate 0.48% among 360,000 | AID 540295;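 active = inhibition above its plate's cutoff, the mean of tested wells on that plate plus 3 SD, cut at about 29% in these data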;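 note: 0% = Melanotan II alone and 100% = Melanotan II plus saturating MCL0020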
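Assay system: U2OS cells stably expressing human melanocortin 4 receptor (MC4R) / Dosing: 6.5 µM / Timing: compound 30 min, challenge 1 h, detection 1 h / Measured by: Eu-cAMP/anti-cAMP TR-FRET, emission 671 nm / Replicates: singlicate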
PDI turbidity: inhibitors of human protein disulfide isomerase; P07237; PDI insulin aggregation turbidity, A650, 90 min; inhibition, % at 10 µM; hit rate 0.052% among 350,000; AID 588391;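 active = mean inhibition across replicates of 30% or more, whatever share of single replicates reach that level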;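 note: absorbance from insulin aggregation driven by PDI reduction with DTT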
Target sequence (P07237 whole entry, looked up): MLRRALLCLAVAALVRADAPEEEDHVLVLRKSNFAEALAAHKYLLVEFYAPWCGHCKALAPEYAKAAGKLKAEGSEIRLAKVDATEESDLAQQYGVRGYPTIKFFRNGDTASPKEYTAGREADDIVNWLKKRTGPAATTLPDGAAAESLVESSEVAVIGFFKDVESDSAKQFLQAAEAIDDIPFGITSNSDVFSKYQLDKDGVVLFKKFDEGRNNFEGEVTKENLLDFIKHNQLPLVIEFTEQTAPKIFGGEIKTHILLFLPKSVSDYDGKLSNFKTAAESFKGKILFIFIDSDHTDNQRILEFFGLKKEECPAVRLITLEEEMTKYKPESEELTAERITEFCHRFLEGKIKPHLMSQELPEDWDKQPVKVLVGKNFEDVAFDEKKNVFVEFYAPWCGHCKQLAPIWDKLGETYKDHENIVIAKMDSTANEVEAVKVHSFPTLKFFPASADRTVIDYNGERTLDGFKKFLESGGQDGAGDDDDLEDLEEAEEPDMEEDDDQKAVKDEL
Cardio protect: protects H9c2 cardiomyocytes from peroxide injury. hit rate 0.63% among 360,000. protection from H2O2 cell death, % at 20 µM. H2O2 injury protection, ATPLite, 2 h;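 active = compounds giving at least 50% protection of heart cells from peroxide-induced death in the single-dose screen, raw or plate-pattern-corrected value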;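 note: 0% = DMSO wells with peroxide and 100% = DMSO wells without peroxide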
ABCB6 inh MLPCN: human ABCB6 transporter inhibition; K562-ABCB6 porphyrin accumulation, flow cytometry, 1 h; stronger effect = lower value; fluorescence ratio to DMSO, % at 10 µM; hit rate 0.19% among 360,000;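 active = fluorescence ratio to DMSO below 75%, the collection mean minus 3 SD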;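 note: signal is porphyrin accumulated inside mitochondria; 100% equals median channel fluorescence of DMSO control wells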
N-glyco inh: N-linked glycosylation inhibition. D54 ERlucT glycosylation luciferase reporter, 24 h; percent of 100 nM tunicamycin response. reporter increase, % at 12.5 µM. hit rate 0.23% among 360,000. AID 588692;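 active = mean luciferase reporter signal, scaled so untreated is 0 and the glycosylation-blocking control 100, at or above a set limit in every replicate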;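 note: luciferase carries N-glycosylation sites so blocking glycosylation raises the light; 0% = median of neutral control wells and 100% = median of 100 nM tunicamycin wells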
Vif imaging: inhibitors of HIV Vif | HEK293T cells, Vif self-association by quenched fluorescence, imaging, 24 h | inhibition, % at 7.49 µM | hit rate 0.35% among 340,000 | AID 602346; in the data active = inhibition above about 50%, passing the limit was not always enough; note: some results filed as inactive read as strong as hits
aDG glyco act: alpha-DG glycosylation activation; Pro5-aDG cells, alpha-DG glycosylation AlphaScreen (IIH6); 0% Pro5, 100% B10-LARGE cell signal; activation, % at 10 µM; hit rate 0.22% among 360,000; AID 624168;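 active = activation of at least 8% versus controls, or a plate z-score of at least 8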;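 note: Pro5 are CHO cells carrying HIG-tagged alpha-DG that lacks glycosylation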
m5-HT2A agonist: agonists of mouse serotonin 5-HT2A receptor (HTR2A). P35363. CHO-K1 mHTR2A beta-arrestin complementation, luminescence; percent of 30 µM serotonin response. activation, % at 7.6 µM. hit rate 0.66% among 360,000. AID 624169;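 active = activation above a run cutoff, the mean activation of all tested compounds plus 3 SD, cut at about 14% in these data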;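 note: 0% = plate median of compound wells and 100% = 30 µM serotonin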
Target sequence (P35363 whole entry, looked up): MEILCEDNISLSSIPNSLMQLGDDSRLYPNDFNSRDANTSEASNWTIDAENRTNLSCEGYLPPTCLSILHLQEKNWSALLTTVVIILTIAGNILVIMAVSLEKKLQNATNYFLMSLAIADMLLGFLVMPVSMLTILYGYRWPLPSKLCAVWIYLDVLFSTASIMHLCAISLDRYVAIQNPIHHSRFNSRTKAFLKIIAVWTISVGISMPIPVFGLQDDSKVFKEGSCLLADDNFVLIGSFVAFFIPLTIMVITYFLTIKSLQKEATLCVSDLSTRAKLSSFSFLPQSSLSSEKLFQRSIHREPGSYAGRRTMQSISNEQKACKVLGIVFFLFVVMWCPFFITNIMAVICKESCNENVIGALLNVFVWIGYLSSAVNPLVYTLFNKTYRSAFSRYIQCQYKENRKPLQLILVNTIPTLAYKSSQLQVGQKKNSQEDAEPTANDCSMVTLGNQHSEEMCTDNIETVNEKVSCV
Active calls of the source: *; & = joins results of further samples. Compounds were not picked by outcome; overall some 3.6% were active at least once.

`CC(=O)Nc1ccc(NC(=O)C(C)OC(=O)C2CCCC2)cc1` (stereo unspecified) gave CaV13 FRET inh -4, MC4R ag barr -2.5, MC4R antag cAMP 4, PDI turbidity -3, Cardio protect 6, ABCB6 inh MLPCN 96, N-glyco inh -1, Vif imaging 5, aDG glyco act 0.5 and m5-HT2A agonist 5.
COc1ccccc1N1CC(C(=O)OCC(=O)Nc2cc(C)on2)CC1=O (stereo unspecified) was read as CaV13 FRET inh -12, MC4R ag barr -1.3, MC4R antag cAMP 4, PDI turbidity 7, Cardio protect -6, ABCB6 inh MLPCN 91, N-glyco inh 1, Vif imaging -2, aDG glyco act -0.2 and m5-HT2A agonist 4.
CCN(C(=O)COC(=O)c1cccc(C)c1[N+](=O)[O-])c1c(N)n(Cc2ccccc2)c(=O)[nH]c1=O was read as CaV13 FRET inh -6, MC4R ag barr 0.1, MC4R antag cAMP 12, PDI turbidity -2, Cardio protect -1, ABCB6 inh MLPCN 98, N-glyco inh 2, Vif imaging -1, aDG glyco act -0.3 and m5-HT2A agonist -1.
`CCCn1nc(Oc2nc(NCC)nc(NC(C)C)n2)ccc1=O` gave CaV13 FRET inh -2, MC4R ag barr -1.1, MC4R antag cAMP 7, PDI turbidity 11, Cardio protect -8, ABCB6 inh MLPCN 91, N-glyco inh 14, Vif imaging 6, aDG glyco act -0.2 and m5-HT2A agonist 1.
CC(C)C1NC(C(=O)O)Cc2c1[nH]c1ccccc21 (stereo unspecified) was read as CaV13 FRET inh -5, MC4R ag barr 2.2, MC4R antag cAMP 16, PDI turbidity -2, Cardio protect -2, ABCB6 inh MLPCN 95, N-glyco inh 3, Vif imaging -6, aDG glyco act 0.1 and m5-HT2A agonist -6.
CCC(C)NS(=O)(=O)c1ccc(NC(=O)Cc2ccc(OC)cc2)cc1 (stereo unspecified) was read as CaV13 FRET inh -1, MC4R ag barr 1.1, MC4R antag cAMP 5, PDI turbidity 7, Cardio protect -15, ABCB6 inh MLPCN 99, N-glyco inh -4, Vif imaging 0, aDG glyco act 0.5 and m5-HT2A agonist 0.
Screening CSc1ccccc1C(=O)C1CCCN(C(=O)c2cc(C(C)C)no2)C1 (stereo unspecified) returned CaV13 FRET inh 8, MC4R ag barr -2.3, MC4R antag cAMP 14, PDI turbidity 1, Cardio protect -6, ABCB6 inh MLPCN 94, N-glyco inh 2, Vif imaging 2, aDG glyco act 0.7 and m5-HT2A agonist 0.
For Cc1ccc(CNc2ccc(N3C(=O)CC(C)C3=O)cc2[N+](=O)[O-])cc1 (stereo unspecified) the results were CaV13 FRET inh -5, MC4R ag barr -2.1, MC4R antag cAMP 5, PDI turbidity -11, Cardio protect -13, ABCB6 inh MLPCN 99, N-glyco inh -1, Vif imaging 0, aDG glyco act -0.1 and m5-HT2A agonist 3.
For Cc1ccc(NC(=O)CN(c2ccc(C)cc2)S(=O)(=O)c2cccc3nonc23)cc1 the results were CaV13 FRET inh -5, MC4R ag barr -1.3, MC4R antag cAMP 7, PDI turbidity 0, Cardio protect 1, ABCB6 inh MLPCN 105, N-glyco inh -2, Vif imaging -2, aDG glyco act 2.9 and m5-HT2A agonist -8.
`CCCn1nnnc1NCc1ccccc1OCc1cccs1` gave CaV13 FRET inh -9, MC4R ag barr 1.5, MC4R antag cAMP 0, PDI turbidity 2, Cardio protect -5, ABCB6 inh MLPCN 103, N-glyco inh -1, Vif imaging -5, aDG glyco act 0.3 and m5-HT2A agonist -4.
Cc1cc(Br)c(NC(=O)COC(=O)CC2CC3CCC2C3)c(Br)c1 (stereo unspecified) was read as CaV13 FRET inh -5, MC4R ag barr -1.3, MC4R antag cAMP 10, PDI turbidity 5, Cardio protect -5, ABCB6 inh MLPCN 92, N-glyco inh 1, Vif imaging 0, aDG glyco act 0.0 and m5-HT2A agonist -2.
O=C1COc2ccc(C(=O)CCl)cc2N1 was read as CaV13 FRET inh -3, MC4R ag barr -2.1, MC4R antag cAMP 5, PDI turbidity 25, Cardio protect -6, ABCB6 inh MLPCN 96, N-glyco inh 0, Vif imaging 6, aDG glyco act 0.0 and m5-HT2A agonist 1.
`CC(=O)c1ccc(N2CCN(C(=S)NCc3ccco3)CC2)cc1` gave CaV13 FRET inh 4, MC4R ag barr -3.1, MC4R antag cAMP 12, PDI turbidity 0, Cardio protect -2, ABCB6 inh MLPCN 92, N-glyco inh -1, Vif imaging -5, aDG glyco act 0.5 and m5-HT2A agonist -2.
O=C(CN1CCN(S(=O)(=O)c2ccc(Cl)cc2)CC1)Nc1ccc2c(c1)CCC2 was read as CaV13 FRET inh -5, MC4R ag barr 1.3, MC4R antag cAMP 12, PDI turbidity -1, Cardio protect -2, ABCB6 inh MLPCN 95, N-glyco inh -1, Vif imaging 7, aDG glyco act 0.7 and m5-HT2A agonist -7.
`CCOC(=O)C1CCN(c2ncnc3c2cnn3-c2ccccc2)CC1` gave CaV13 FRET inh -9, MC4R ag barr -4.0, MC4R antag cAMP 3, PDI turbidity 0, Cardio protect 2, ABCB6 inh MLPCN 98, N-glyco inh 3, Vif imaging -4, aDG glyco act 0.3 and m5-HT2A agonist 4.
`COc1ccccc1NC(=S)NCc1ccco1` gave MC4R ag barr -1.0, MC4R antag cAMP -2, PDI turbidity 10, Cardio protect -10, ABCB6 inh MLPCN 195, N-glyco inh -1, aDG glyco act 0.0 and m5-HT2A agonist 0.
For Cc1ccc2nc(N(CCCN(C)C)C(=O)CN3C(=O)c4ccccc4C3=O)sc2c1 the results were CaV13 FRET inh -16, MC4R ag barr -0.4, MC4R antag cAMP -8, PDI turbidity 4, Cardio protect 6, ABCB6 inh MLPCN 98, N-glyco inh 0, Vif imaging -3, aDG glyco act 0.0 and m5-HT2A agonist -12.
CCn1cc(CN2CCC(C(=O)Nc3ccc(Oc4cccnc4)cc3)CC2)cn1 was read as CaV13 FRET inh -6, MC4R ag barr -0.1, MC4R antag cAMP 3, PDI turbidity -4, Cardio protect 1, ABCB6 inh MLPCN 100, N-glyco inh 0, Vif imaging 0, aDG glyco act -0.1 and m5-HT2A agonist 7.
Screening Cc1ccc(-c2nc(N)n(C(=O)c3cccnc3)n2)cc1 returned MC4R ag barr -1.3, MC4R antag cAMP 6, PDI turbidity 3, Cardio protect 3, ABCB6 inh MLPCN 98, N-glyco inh 2, Vif imaging -5, aDG glyco act 0.0 and m5-HT2A agonist -1.
Screening COCCN(C(=O)Cc1cccs1)C(C(=O)NC1CCCC1)c1cc(OC)c(OC)c(OC)c1 (stereo unspecified) returned CaV13 FRET inh 4, MC4R ag barr -1.0, MC4R antag cAMP 3, PDI turbidity 2, Cardio protect 1, ABCB6 inh MLPCN 97, N-glyco inh -1, Vif imaging 7, aDG glyco act 0.3 and m5-HT2A agonist 4.
For C[C@H](NC(=O)c1nc[nH]c1C(=O)NCC(=O)OCc1ccccc1)C(=O)OC(C)(C)C the results were CaV13 FRET inh 18, MC4R ag barr 1.9, MC4R antag cAMP 12, PDI turbidity -6, Cardio protect 27, ABCB6 inh MLPCN 97, N-glyco inh 1, Vif imaging -1, aDG glyco act -0.2 and m5-HT2A agonist -4.
Screening COc1cccc(Nc2nnc(SCC(=O)N3CC(C)OC(C)C3)s2)c1 (stereo unspecified) returned CaV13 FRET inh -8, MC4R ag barr 0.8, MC4R antag cAMP 11, PDI turbidity 6, Cardio protect -2, ABCB6 inh MLPCN 104, N-glyco inh 3, Vif imaging -11, aDG glyco act -0.4 and m5-HT2A agonist 1.
`O=C(O)CCCCCN=C1CCc2ccccc2N1` gave CaV13 FRET inh -6, MC4R ag barr 1.5, MC4R antag cAMP 14, PDI turbidity 7, Cardio protect 12, ABCB6 inh MLPCN 101, N-glyco inh 2, Vif imaging 0&-6, aDG glyco act 0.0 and m5-HT2A agonist 4.
CCCc1cc(C(N)=O)c(NC(=O)c2ccoc2C)s1 was read as CaV13 FRET inh -7, MC4R ag barr -0.8, MC4R antag cAMP 5, PDI turbidity 2, Cardio protect -4, ABCB6 inh MLPCN 100, N-glyco inh 0, Vif imaging -5, aDG glyco act 0.0 and m5-HT2A agonist -5.
For CCN(C(=O)COC(=O)CSc1ccc([N+](=O)[O-])cc1)C1CCS(=O)(=O)C1 (stereo unspecified) the results were CaV13 FRET inh -2, MC4R ag barr -2.8, MC4R antag cAMP 12, PDI turbidity -2, Cardio protect -5, ABCB6 inh MLPCN 102, N-glyco inh 3, Vif imaging 0, aDG glyco act 0.0 and m5-HT2A agonist 4.
O=C(COc1ccc(Cl)cc1)N1CCN(c2cccc(C(F)(F)F)c2)CC1 was read as CaV13 FRET inh -1, MC4R ag barr 2.6, MC4R antag cAMP -1, PDI turbidity 4, Cardio protect -19, ABCB6 inh MLPCN 99, N-glyco inh 0, aDG glyco act 0.2 and m5-HT2A agonist -3.
Screening O=C1NC(=O)/C(=C/c2ccco2)N1 returned CaV13 FRET inh -4, MC4R ag barr -1.2, MC4R antag cAMP -5, PDI turbidity -5, Cardio protect 10, ABCB6 inh MLPCN 94, N-glyco inh -2, Vif imaging -5, aDG glyco act -0.1 and m5-HT2A agonist -2.
For O=c1[nH]c(SCc2nc3ccccc3n2Cc2ccccc2)nc2ccccc12 the results were CaV13 FRET inh -5, MC4R ag barr 5.1, MC4R antag cAMP -7, PDI turbidity -5, Cardio protect 13, ABCB6 inh MLPCN 109, N-glyco inh -1, aDG glyco act -0.1 and m5-HT2A agonist -4.
Cc1ccc2nc(-c3cccc(Br)c3)c(Cc3ccccn3)n2c1 was read as CaV13 FRET inh -5, Cardio protect -5, ABCB6 inh MLPCN 104, N-glyco inh -1, aDG glyco act 0.0 and m5-HT2A agonist 10.
`Fc1ccc(/C=C/c2nnc(-c3cccs3)o2)cc1` gave CaV13 FRET inh -4, MC4R ag barr -0.9, MC4R antag cAMP 9, PDI turbidity -5, Cardio protect -6, ABCB6 inh MLPCN 99, N-glyco inh -5, Vif imaging 5, aDG glyco act 0.1 and m5-HT2A agonist -6.
CC(=O)Nc1ccc(S(=O)(=O)N2CCC(C(=O)N[C@@H](C)C(=O)NC3CCCC3)CC2)cc1 was read as CaV13 FRET inh -2, MC4R ag barr -1.8, MC4R antag cAMP 7, PDI turbidity 5, Cardio protect 5, ABCB6 inh MLPCN 100, N-glyco inh 0, Vif imaging -1, aDG glyco act -0.3 and m5-HT2A agonist 1.
CC1(C(=O)NS(=O)(=O)c2ccccc2Cl)CCN1C(=O)Cc1cccs1 (stereo unspecified) was read as CaV13 FRET inh -11, MC4R ag barr 0.4, MC4R antag cAMP 17, PDI turbidity -3, Cardio protect -2, ABCB6 inh MLPCN 98, N-glyco inh 1, Vif imaging -10, aDG glyco act -0.2 and m5-HT2A agonist -1.
For Cc1ccc(S(=O)(=O)N2CC=C(C(=O)NCCC(C)C)CC2)cc1 the results were CaV13 FRET inh -1, MC4R ag barr -0.1, MC4R antag cAMP 7, PDI turbidity 0, Cardio protect -6, ABCB6 inh MLPCN 99, N-glyco inh 0, Vif imaging 0, aDG glyco act 0.0 and m5-HT2A agonist -4.
